# HP1b chromo inh: blocks HP1-beta chromodomain binding to methylated histone tails. AID 540317. P83916. Potency, µM (doses to about 114 µM), inactives show at the highest dose activity change, negative = inhibition, most hits filed as inhibitors. 0.56% of 390,000 active. AlphaScreen HP1-beta / biotin-H3K9me3 peptide binding; note: nearly all actives have a fitted effect of over 70% in size; inactives centre near 23
#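 HP1-beta protein (50 nM final) preincubated 30 min at room temperature with biotinylated H3(1-18)K9me3 peptide (50 nM) in PBS pH 7.4, 0.01% Tween-20, then compound added for 30 min. AlphaScreen streptavidin donor/nickel chelate acceptor beads (10 ug/mL final), 30 min dark, luminescence read.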
# RGS4 inh: blocks human RGS4-accelerated GTP hydrolysis; P49798; Transcreener GDP fluorescence polarization, RGS4-accelerated GTP hydrolysis; Potency, µM (series often up to 114 µM), without a hit: at the highest dose activity change, negative = inhibition, most hits filed as inhibitors; 0.039% of 390,000 active; note: % is set by controls: 0 for no effect and ±100 for the full control effect; nearly all actives have a fitted effect of over 75% in size; some results filed as inactive show a strong effect at the top dose
#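 MLSMR compounds (23 nl, pin-transferred) preincubated 10 min at room temperature with a 500nM (2x) first reagent, then RGS4 at 900nM (2x) plus Transcreener GDP mix added; fluorescence polarization (620/688 nm) read before and after 90 min at 30 °C.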
# TrxR1 inh: blocks rat thioredoxin reductase 1; O89049; recombinant rTrxR1, NADPH fluorescence consumption, selenite substrate; Potency, µM (top dose mostly 114 µM), for inactives: at the highest dose activity change, negative = inhibition, usual class: inhibitors; 1% of 390,000 active; note: % is set by controls: 0 for no effect and ±100 for the full control effect; nearly all actives have a fitted effect of over 65% in size
#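 Rat TrxR1 (90 nM in the dispensed reagent) was pre-reduced with 400 uM NADPH for 5 min at room temperature, then incubated with compound for 15 min. After 400 uM selenite was added, NADPH fluorescence (Ex 340/Em 450 nm) was followed for 8 min.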
# GLS inhibitor: inhibitors of human glutaminase (GLS); 0.21% of 410,000 active; Potency, µM (doses to about 45.5 µM), inactives show at the top dose activity change, negative = inhibition, actives largely listed as inhibitors; GLS enzymatic activity, qHTS titration; O94925; note: % is set by controls: 0 for no effect and ±100 for the full control effect
#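 hKGA; 45 mM KH2PO4 pH 8.2 + 0.02% Tween-20; cpd via pin tool; 1 mM Gln soln; GluOx/HRP/Amplex Red; RT 30 min; fluor. t0 & final.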
# Pin1 inhibitor: blocks the human prolyl isomerase Pin1; Q13526; Pin1 FP peptide displacement, HiFluor488, 10 min; 0.009% of 390,000 active; Potency, µM (top dose mostly 115 µM), without a hit: top-dose activity, negative = inhibition, usual class: inhibitors; active = well fitted inhibition curve with a large enough effect in the polarisation, with a control signal flat, not every such curve was filed as active; inconclusive = small, poorly fitted or top-dose-only effect, or effect the other way, or a change in a side signal; inactive = no such curve, though single readings can be large or run the other way; the % refers to the polarisation; note: % is set by controls: 0 for no effect and ±100 for the full control effect
# 12-LOX inh: inhibitors of human 12S-lipoxygenase ALOX12 | P18054 | purified 12hLO, xylenol orange hydroperoxide absorbance | Potency, µM (top dose mostly 108 µM), inactives show at the top dose activity change, negative = inhibition, most hits filed as inhibitors | 1.1% of 580,000 active; note: % is set by controls: 0 for no effect and ±100 for the full control effect
#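 Purified human 12hLO (150 nM final) in 25 mM Hepes, 0.01% Triton X-100, pH 7.0 was preincubated 15 min at room temperature with compound. Then 40 uM arachidonic acid was added, 30 min. Hydroperoxide was read by Fe-XO absorbance ratio 573/405 nm.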
# JMJD2A Tudor inh: inhibitors of human JMJD2A Tudor domain; O75164; 4.4% of 390,000 active; Potency, µM (top dose mostly 114 µM), inactives show top-dose activity change, negative = inhibition, usual class: inhibitors; AlphaScreen JMJD2A-Tudor / H3K4me3 peptide binding; note: % is set by controls: 0 for no effect and ±100 for the full control effect; nearly all actives have a fitted effect of over 50% in size
# Target sequence (O75164 whole entry, looked up, the tested form may be a part): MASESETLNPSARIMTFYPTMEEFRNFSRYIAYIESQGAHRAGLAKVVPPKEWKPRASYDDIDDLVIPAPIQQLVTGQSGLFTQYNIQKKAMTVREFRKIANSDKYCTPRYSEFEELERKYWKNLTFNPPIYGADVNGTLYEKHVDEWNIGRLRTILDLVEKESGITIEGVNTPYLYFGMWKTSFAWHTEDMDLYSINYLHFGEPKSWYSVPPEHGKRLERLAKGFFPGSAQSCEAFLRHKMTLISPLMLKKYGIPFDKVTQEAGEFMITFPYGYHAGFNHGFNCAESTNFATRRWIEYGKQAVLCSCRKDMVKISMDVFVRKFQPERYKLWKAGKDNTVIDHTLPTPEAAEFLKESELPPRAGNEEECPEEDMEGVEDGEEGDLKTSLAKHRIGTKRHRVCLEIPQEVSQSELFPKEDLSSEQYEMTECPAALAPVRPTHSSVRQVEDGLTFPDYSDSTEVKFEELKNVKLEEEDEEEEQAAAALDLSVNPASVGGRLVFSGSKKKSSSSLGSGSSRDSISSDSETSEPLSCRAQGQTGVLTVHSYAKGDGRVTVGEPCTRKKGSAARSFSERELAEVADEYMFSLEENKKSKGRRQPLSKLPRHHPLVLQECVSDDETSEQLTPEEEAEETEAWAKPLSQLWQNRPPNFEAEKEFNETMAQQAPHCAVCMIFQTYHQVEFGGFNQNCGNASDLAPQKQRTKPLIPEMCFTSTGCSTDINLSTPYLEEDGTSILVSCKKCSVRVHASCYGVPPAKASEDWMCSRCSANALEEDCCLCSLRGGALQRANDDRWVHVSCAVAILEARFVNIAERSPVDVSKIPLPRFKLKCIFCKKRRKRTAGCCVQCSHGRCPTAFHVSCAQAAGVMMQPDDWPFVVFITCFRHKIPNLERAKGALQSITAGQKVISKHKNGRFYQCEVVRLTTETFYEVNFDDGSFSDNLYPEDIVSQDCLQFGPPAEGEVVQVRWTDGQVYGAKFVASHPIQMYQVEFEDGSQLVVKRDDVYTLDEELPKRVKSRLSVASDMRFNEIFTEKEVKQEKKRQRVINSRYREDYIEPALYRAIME
# Tb PGK inh: inhibitors of T. brucei phosphoglycerate kinase. AID 602233. 0.043% of 380,000 active. P07378. PGK/GAPDH coupled, Kinase-Glo luminescence, 60 min. Potency, µM (series often up to 57.5 µM), for the others: at the highest dose activity change, negative = inhibition, actives largely listed as inhibitors; note: % is set by controls: 0 for no effect and ±100 for the full control effect; nearly all actives have a fitted effect of over 60% in size
#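 Luminescent ATP detection (Kinase-Glo Plus) follows a 60-minute room-temperature incubation, with wells lacking PGK as controls. Buffer: 100 mM TEA (pH 7.6), 5 mM MgCl2, 0.01% Tween-20. Coupling enzyme GAPDH (100 nM final) supplies unstable 1,3-BPG in-well.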
# ERG-DNA inh: blocks human ERG Ets domain binding to DNA. AID 624246. 0.028% of 370,000 active. fluorescence polarization, His-ERG Ets domain / labelled DNA. Potency, µM (highest dose often 76.9 µM), inactives show top-dose FP activity, negative = inhibition, hits mostly inhibitors. P11308; active = well fitted inhibition curve with a large enough effect in the polarisation, with a control signal flat; inconclusive = small, poorly fitted or top-dose-only effect, or effect the other way, or a change in a side signal; inactive = no such curve, though single readings can be large or run the other way; the % refers to the polarisation;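 note: polarization taken with two DNA probes labelled with fluorescein and Texas red; % of control where 0% means no effect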
#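 His-tagged ERG Ets domain (1 uM in the protein solution; 300mM KCl, 50mM Tris-HCl, 1mM EDTA, 1mM DTT, pH 7.5) received compound, then a probe mix of 5 nM fluorescein-DNA and 100nM Texas-615-DNA. Fluorescence polarization was read for both dyes.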
# * marks the source's active call; other numbers are inactive results; i = inactive; u = inconclusive; x = not tested or not shown; [ ] = remark or other dose. Unless noted, calls come from the whole dose curve; as a rule, active = well fitted curve in the direction sought with a large enough effect; inconclusive = small, poorly fitted or top-dose-only effect, or another doubt; inactive = no such curve, though single readings can be large; an effect the other way counts as inactive or inconclusive. Potency is the fitted concentration of half-maximal effect. Some of the compounds tested; count on the stated rates, not on these rows.
no.	molecule	HP1b chromo inh	RGS4 inh	TrxR1 inh	GLS inhibitor	Pin1 inhibitor	12-LOX inh	JMJD2A Tudor inh	Tb PGK inh	ERG-DNA inh
1	COc1ccc(OC)c(-c2cc(C(F)(F)F)c3c(n2)sc2c(O)cc(=O)[nH]c23)c1	61%[activator]	-7%	-17%	30%	17%	-27%	15%	-8%	11%
2	O=C1CCCc2cc3c(ccc4ccccc43)cc21	39%[activator]	6%	4%	-16%	-4%	-9%	2%	-10%	-10%
3	O=C(COc1ccccc1Cl)N1CCN(c2ccc(F)cc2)CC1	31%	14%	4%[57.1 µM]	38%[activator]	-3%	-8%	-3%	1%	-11%
4	O=C(COc1ccc(/C=N/NC(=O)c2ccccc2O)cc1)Nc1ccc([N+](=O)[O-])cc1	37%	-12%	14%	-3%	-8%	0%	-10%	-4%	-1%
5	Cc1onc(-c2ccccc2Cl)c1C(=O)OCc1nnc(-c2ccccc2)o1	76%[activator]	-20%	-1%	-15%	9%	17%	18%	-2%	6%
6	O=C(O)c1cccc(NS(=O)(=O)c2cccc3nsnc23)c1	56%[activator]	-6%	1%	-3%	6%	10%	-12%	i	3%
7	Cc1c(Cl)ccc2c(C(=O)NCCN3CCCCC3)cc(-c3ccccn3)nc12	3%	4%	13%[57.1 µM]	u	-1%	u	-32%	7%	7%
8	O=C(COc1ccccc1)Nc1ccc2nc(SCC(=O)N3CCCC3)sc2c1	20%	-3%	22%	-8%	11%	-18%	-18%	i	-2%
9	COc1ccc(C(=O)Nc2nc3ccccc3[nH]2)cc1S(=O)(=O)N1CCCC1	17%	-31%	1%[0.457 µM]	2%	-3%	72%[activator]	-23%	-6%	-13%
10	CCOc1ccc(-c2nnc(Nc3ccc(S(N)(=O)=O)cc3)c3ccccc23)cc1	24%	-3%	0%	-7%	11%	-22%	-3%	1%	8%
11	Cc1ccc(C(=O)OCc2cc(=O)n3nc(CC(C)C)sc3n2)cc1	-6%	0%	9%[57.1 µM]	-4%	1%	-10%	-8%	2%	3%
12	CCN(CC)CC(=O)NCC1(c2ccccc2)CCOCC1	42%[activator]	-36%	0%	6%	0%	-4%	-8%	-2%	5%
13	COC(C(=O)Nc1cc([N+](=O)[O-])ccc1C)c1ccccc1 (stereo not given)	36%	-9%	-10%	-19%	1%	3%	-9%	i	7%
14	C/C(=N\Nc1cccc(Cl)c1)c1ccncc1	49%[activator]	3%	6%	0%	6%	18µM*	-35%	i	7%
15	O=C(c1ccccc1)[C@H]1CC=CC[C@H]1C(=O)O	35%[activator]	-16%	-1%	-5%	u	7%	7%	-4%	6%
16	C/C(=N\NC(N)=O)c1cccc(Cl)c1	13%	-10%	4%	9%	-6%	-1%	-12%	-3%	7%
17	CCCC1C2C(=O)N(c3ccccc3OCC)C(=O)C2ON1c1ccccc1 (stereo not given)	23%	-7%	8%	13%	21%	-11%	-4%	-3%	5%
18	NNC(=O)c1ccc(Cn2cc(Cl)cn2)o1	54%[activator]	-3%	24%	11%	0%	-1%	6%	8%	6%
19	NC(=O)c1noc(C(=O)N(CC(=O)NC2CCCC2)Cc2ccc3c(c2)OCO3)c1N	18%	17%	12%	0%	2%	0%	-7%	-9%	3%
20	Cc1ccc(C)c(NC(=S)NCc2ccc3c(c2)OCO3)c1	6%	-2%	-9%	-11%	3%	u	-14%	7%	-4%
21	CC(C)CCNC(=O)c1ccc2c(c1)ncn2C1CCCC1	17%	6%	9%[57.1 µM]	0%	-5%	3%	-7%	-4%	-1%
22	Cn1cccc1/C=N/NC(=O)c1ccn[nH]1	11%	3%	5%[57.1 µM]	6%	-2%	-15%	-13%	-2%	3%
23	O=C(O)CCC(=O)N1CCN(S(=O)(=O)c2ccc3ccccc3c2)CC1	30%	-14%	26%[57.1 µM]	-7%	-9%	-4%	6%	-10%	2%
24	COc1cc(C2C(C(=O)Nc3ccccc3)=C(C)Nc3nc(SCc4ccccc4F)nn32)cc(OC)c1OC (stereo not given)	26%	21%	27%	5%	-6%	-19%	-7%	-2%	-1%
25	C[C@@H]1CN([C@@H](C)CO)C(=O)c2cccc(NC(=O)Nc3ccc(F)cc3)c2O[C@@H]1CN(C)Cc1ccc(Oc2ccccc2)cc1	3%	-21%	36%[57.1 µM]	-2%	27%	u	-33%	-3%	20%

# Later entries:
no.	molecule	HP1b chromo inh	RGS4 inh	TrxR1 inh	GLS inhibitor	Pin1 inhibitor	12-LOX inh	JMJD2A Tudor inh	Tb PGK inh	ERG-DNA inh
26	COc1ccc(S(=O)(=O)N2CCCCC2)cc1NC(=O)CCOc1cc(C)ccc1C	40%[activator]	1%	16%	-1%	-8%	20%	-2%	-3%	-2%
27	CC12CCC(=O)N1C(C(=O)Nc1ccccc1N1CCCCC1)CS2 (stereo not given)	27%	-14%	0%	11%	-13%	-6%	-13%	-6%	x
28	O=C(NC1CC1)C1CCN(C2CCN(Cc3ccccc3C(F)(F)F)CC2)CC1	39%	8%	17%	-2%	-5%	16%	-8%	-1%	-7%
29	CCOc1ccc(OCc2ccc(C(=O)Nc3ccc(Cl)cn3)o2)cc1	37%	-9%	14%[57.1 µM]	-5%	11%	-15%	-6%	x	2%
30	COc1ccccc1NC(=O)CCn1cccc1	3%	27%	-26%	0%	-8%	35%[activator]	-15%	-6%	6%
31	CCC(=O)Nc1ccc(C(=O)Nc2ccc3c(c2)OCO3)cc1	20%	-5%	-8%	2%	-11%	13%	-5%	-3%	-4%
32	O=C(CC1C(=O)NCCN1Cc1ccc(Cl)c(F)c1)NCCc1cccnc1 (stereo not given)	8%	-2%	-9%	14%	-19%	2%	-15%	2%	-12%
33	CC(=O)Nc1ccc(NS(=O)(=O)c2cc(Br)cc3c2N(C(=O)C2CC2)CC3)cc1	28%	11%	-11%	29%	-1%	-16%	2%	-5%	-3%
34	O=C(CSc1nnc(-c2ccccc2O)n1-c1ccccc1)Nc1cccc(C(=O)O)c1	18%	-13%	12%[57.1 µM]	-2%	0%	-20%	-3%	-9%	-8%
35	Cc1ccc(NC(=O)c2cnccn2)cc1S(=O)(=O)N(C)C	25%	10%	0%	6%	-1%	3%	-21%	0%	-6%
36	C1=NN(c2ccccc2)C=NN1c1ccccc1	29%	-29%	4%	-1%	-10%	u	-12%	-11%	x
37	Cc1cc(C(=O)COC(=O)c2nc3nccc(C)n3n2)c(C)n1CC1CCCO1 (stereo not given)	25%	-17%	4%	-2%	0%	-5%	-10%	i	1%
38	Cc1ccnc(NC(=O)CCC(=O)N(CC(=O)NCc2ccccc2)Cc2cccs2)c1	44%[activator]	-14%	9%[57.1 µM]	0%	0%	28%	1%	-5%	3%
39	COc1ccc(NC(=O)C2=C(C)C(=O)OC23CCC(C)CC3)c(OC)c1 (stereo not given)	18%	7%	19%[57.1 µM]	2%	9%	7%[57.4 µM]	-22%	-7%	0%
40	CC(=O)c1ccc(S(=O)(=O)Nc2cccc(-c3ccc4nncn4n3)c2)cc1	11%	-4%	22%[57.1 µM]	7%	-9%	-6%	-5%	i	7%
41	CN(C)S(=O)(=O)c1ccc(S(=O)(=O)N(CC(=O)Nc2ccccc2)Cc2ccco2)cc1	30%	-3%	-38%	0%	3%	0%	-9%	-5%	-8%
42	CCn1c(/N=C/c2ccc(OC)cc2O)nc2ccccc21	13%	-6%	12%	4%	3%	u	-6%	4%	-4%
43	CC(C)NC(=O)N(C)C[C@H]1Oc2ccc(NS(=O)(=O)c3ccccc3)cc2C(=O)N([C@H](C)CO)C[C@@H]1C	41%[activator]	1%	9%	6%	-1%	u	-24%	-11%	-8%
44	CCN(CC)C(=O)CSc1nc2c(c(-c3cccnc3)c1C#N)CCCC2	48%[activator]	-9%	15%	1%	4%	6%	3%	-1%	11%
45	COc1ccc(N(CC(=O)NCc2ccccc2OC)S(=O)(=O)c2ccccc2)cc1	16%	4%	-4%	10%	66%[activator]	-6%	-13%	-1%	9%
46	CC(=O)Nc1ccc(NC(=O)CSc2n[nH]c(-c3cccs3)n2)cc1	6%	4%	12%	15%	3%	1%	u	i	-2%
47	COC(=O)c1c(NC(=O)/C=C/C(=O)O)sc(C)c1-c1ccc(C(C)C)cc1	4%	-25%	-8%[57.1 µM]	4%	u	-1%	-29%	-11%	-1%
48	COc1cccc(NC(=O)c2ccnc(N3CCC(C(=O)NCc4cc(OC)ccc4OC)CC3)c2)c1	33%	-10%	100%[activator]	-16%	30%	x	-15%	i	-8%
49	COC(=O)COc1ccc2c(-c3cccc([N+](=O)[O-])c3)cc(=O)oc2c1	8%	-1%	-10%[57.1 µM]	6%	4%	4%	-17%	-6%	-15%
50	COc1ccc(C(=O)Sc2ccc(C)cc2)cc1OC	65%[activator]	1%[11.4 µM]	-14%[57.1 µM]	5%	-1%	-6%	-4%[11.4 µM]	3%	-2%

# Remaining list, next part.
no.	molecule	HP1b chromo inh	RGS4 inh	TrxR1 inh	GLS inhibitor	Pin1 inhibitor	12-LOX inh	JMJD2A Tudor inh	Tb PGK inh	ERG-DNA inh
51	CCCC[C@@H]1CN=C(N)N1CCc1cccc(F)c1	27%	7%	13%	-3%	-1%	2%	-5%	-1%	9%
52	COc1cccc(CN2CCNC(=O)C2CC(=O)NCCc2cccc(C)n2)c1OC (stereo not given)	48%[activator]	-14%	8%	1%	-11%	1%	2%	x	10%
53	CN1C(=O)c2cccc3c(Cl)ccc(c23)C1=O	5%	3%	-15%	-6%	-8%	0%	-17%	-7%	x
54	O=C(NCCCCNC(=O)c1c(Cl)cccc1Cl)c1c(Cl)cccc1Cl	6%	-8%	11%	0%	-4%	1%	-14%	-8%	2%

# Assay outcomes deposited in PubChem by National Center for Advancing Translational Sciences (NCATS).
